PI5P4Ka inh – inhibitors of human PI5P4K alpha; max response, %; AID 652105; PI5P4Kalpha enzyme, ADP-Glo luminescence, 60 min; hits give low values; 330,000 tested, 1.2% active; P48426; active means max response of -50% or lower; inconclusive means between -30% and -50%; inactive means -30% or higher; further: value at the top dose of about 77 µM; on the % scale 0 is the no-effect control and ±100 the full control effect
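ADP-Glo luminescence end-point after a 60 min room-temperature kinase reaction. PI5P4Kalpha and substrate in HEPES pH 7.4 buffer with EGTA, 0.1% CHAPS and 5% DMSO; ATP at 5 microM final.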
WRN inhibitor – WRN helicase (human) inhibition; 360,000 tested, 0.46% active; Q14191; Potency, µM (titrated, usually from 114 µM), without a hit: top-dose activity change, negative = inhibition, most hits filed as inhibitors; WRN helicase unwinding, fluorescent forked duplex, kinetic; further: potency means the concentration at half of the fitted maximal effect; on the % scale 0 is the no-effect control and ±100 the full control effect; nearly all actives have a fitted effect of over 55% in size
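Primary qHTS, 1536-well format. 20 nM WRN + compound, 15 min RT; start with 100 nM forked fluorophore/quencher duplex, 2 mM ATP (final); kinetic read ex 525/em 598 nm.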
EPAC1 ag – activates human EPAC1 exchange factor; O95398; EPAC1 agonist qHTS, biochemical assay; response scale: 100% = response to 6.5 mM cAMP; 360,000 tested, 0.073% active; Potency, µM (titrated, usually from 154 µM), for the others: top-dose activation, actives largely listed as activators; further: potency means the concentration at half of the fitted maximal effect; nearly all actives have a fitted effect of over 60% in size
Target sequence (O95398 whole entry, looked up): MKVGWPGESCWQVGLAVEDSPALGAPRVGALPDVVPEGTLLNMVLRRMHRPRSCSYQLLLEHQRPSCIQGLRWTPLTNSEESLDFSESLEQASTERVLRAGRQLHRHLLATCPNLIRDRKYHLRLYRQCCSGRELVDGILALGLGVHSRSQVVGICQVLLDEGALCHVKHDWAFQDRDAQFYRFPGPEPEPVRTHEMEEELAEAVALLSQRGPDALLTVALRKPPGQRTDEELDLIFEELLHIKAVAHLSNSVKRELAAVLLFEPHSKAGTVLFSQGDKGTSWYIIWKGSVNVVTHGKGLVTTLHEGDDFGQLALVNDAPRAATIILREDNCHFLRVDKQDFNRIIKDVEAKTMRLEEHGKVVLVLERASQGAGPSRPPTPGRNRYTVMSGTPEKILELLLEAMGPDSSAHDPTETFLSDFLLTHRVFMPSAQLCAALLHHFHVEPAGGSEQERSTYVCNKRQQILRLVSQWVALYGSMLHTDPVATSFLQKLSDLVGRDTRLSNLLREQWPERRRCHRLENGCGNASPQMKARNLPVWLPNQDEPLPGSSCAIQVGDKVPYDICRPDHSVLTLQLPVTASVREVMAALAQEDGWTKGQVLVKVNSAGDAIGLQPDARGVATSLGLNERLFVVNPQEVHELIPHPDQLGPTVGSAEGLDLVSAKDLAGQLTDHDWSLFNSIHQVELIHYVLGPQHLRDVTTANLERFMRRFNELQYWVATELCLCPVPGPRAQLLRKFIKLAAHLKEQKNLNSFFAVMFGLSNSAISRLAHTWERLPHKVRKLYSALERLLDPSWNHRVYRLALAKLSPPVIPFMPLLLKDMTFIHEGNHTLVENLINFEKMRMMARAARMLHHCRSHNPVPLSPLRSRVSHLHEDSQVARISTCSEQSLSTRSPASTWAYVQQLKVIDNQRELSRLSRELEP
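EPAC1 100 nM, Rap1B–BODIPY-GDP 250 nM, unlabeled GDP 50 uM; compound titration; 5 min RT; kinetic read ex480/em540 at 5-min intervals ×30 min; data normalized to 6.5 mM cAMP agonist control.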
Abeta yeast res – compounds reversing amyloid beta toxicity in yeast; yeast expressing A-beta42, growth rescue, OD600, 48 h; response scale: 0% DMSO, 100% iron-clioquinol control; Potency, µM (titrated, usually from 46.1 µM), inactives show top-dose growth rescue, hits mostly activators; 410,000 tested, 0.063% active; further: potency means the concentration at half of the fitted maximal effect; nearly all actives have a fitted effect of over 55% in size
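Yeast growth medium received pinned compounds, then yeast cells expressing toxic A-beta were added; plates incubated at 30 C for 48 hr. Growth read as absorbance at 600 nm, normalized to DMSO and equimolar FeCl3 plus clioquinol controls.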
IL-2 act – IL-2 activation. AID 652025. 360,000 tested, 0.065% active. activation, % (series mostly up to about 46 µM). IL-2 activation reporter assay, cell-based qHTS; stimulated with anti-CD3/CD4/CD28 beads; in transgenic mouse T cells; in the data active means activation above about 50%; inconclusive means mostly about 30% to 49%; further: 0% is about no effect
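Readout is EGFP and DsRed signal by fluorescent plate cytometry after 18 h at 37 degrees C. Transgenic mouse T cells (750/well) received compound for 60 min before bead stimulation (anti-CD3, anti-CD4, anti-CD28); memory T cells served as non-tolerant control.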
FUS yeast rescue – rescues growth of FUS-expressing yeast; S. cerevisiae FUS-expressing, growth rescue, OD600, 24 h; Potency, µM (series often up to 76.6 µM), for inactives: at the top dose growth rescue (activation), most hits filed as activators; 390,000 tested, 0.24% active; AID 1347120;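 further: potency means the concentration at half of the fitted maximal effect; plate controls were DMSO vehicle for no effect and reference control for full effect; nearly all actives have a fitted effect of over 55% in size; some results filed as inactive show a strong effect at the top dose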
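S. cerevisiae expressing FUS from galactose induction served as the toxicity model. Growth after 24hr at 30C, read as absorbance at 600 nm, indicates suppression of toxicity; compounds dosed at several concentrations.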
PLK1 PBD block – PLK1 (human) polo-box domain binding inhibition; Potency, µM, inactives show max response, negative = inhibition, actives largely listed as inhibitors; P53350; AID 720504; Plk1 PBD binding of FITC phosphopeptide, fluorescence polarization; 360,000 tested, 2.8% active; further: potency means the concentration at half of the fitted maximal effect; series mostly up to about 57 µM; on the % scale 0 is the no-effect control and ±100 the full control effect; nearly all actives have a fitted effect of over 65% in size
EPAC1 antagonist – EPAC1 (human) antagonism | EPAC1 GEF assay, Rap1b-BODIPY-GDP exchange fluorescence | 360,000 tested, 0.14% active | AID 720709 | Potency, µM (titrated, usually from 115 µM), for the others: at the top dose activity change, negative = inhibition, usual class: inhibitors;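 further: potency means the concentration at half of the fitted maximal effect; plate controls were vehicle for no effect and positive control for full effect; nearly all actives have a fitted effect of over 50% in size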
The depositor's hits bear a star; ? = inconclusive; · = no result given; [ ] = dose if it differs, or a comment. Unless noted, the call rests on the fitted dose curve; in most records, active means well fitted curve in the direction sought with a large enough effect; inconclusive means small, poorly fitted or top-dose-only effect, or another doubt; inactive means no such curve, though single readings can be large; an effect the other way counts as inactive or inconclusive.

structure	PI5P4Ka inh	WRN inhibitor	EPAC1 ag	Abeta yeast res	IL-2 act	FUS yeast rescue	PLK1 PBD block	EPAC1 antagonist
O=C(NCCS(=O)(=O)NCc1ccccc1Cl)c1ccccc1	2	3%	0%	-2%	0.4	·	-1%	0%
CC(c1ccccc1)n1c(CCCO)nc2ccccc21 (centres undefined)	-1	3%	13%	-12%	0.1	-5%	-9%	12%
CCN(CC(=O)NCc1cccs1)C(=O)c1ccc(S(=O)(=O)Nc2ccccc2C)cc1	7	-5%	7%	-3%	-1.2	5%	-9%	0%
COc1ccc(-c2ccccc2)cc1NC(=O)c1cccs1	13	-4%	15%	22%	-0.1	13%	-6%	-24%
O=C1c2oc3ccccc3c(=O)c2C(c2cccnc2)N1Cc1ccco1 (centres undefined)	·	10%	-1%	7%	-1.7	24%	-14%	6%
Cc1c(Br)c(=O)oc2c(Br)c(O)c(O)cc12	-63*	16µM*	-1%	-8%	-0.2	·	0%	?
COCn1ccnc1C(=O)c1ccco1	-5	2%	10%	8%	0.0	-28%	-10%	1%
O=C(NC1CCCC1)C(c1ccncc1)N(C(=O)c1csnn1)c1ccccc1F (centres undefined)	-52*	0%	14%	-8%	-1.8	4%	-9%	6%
CCOC(=O)N1CCN(C(=O)CCc2ccc(S(=O)(=O)NCCc3ccccc3)cc2)CC1	·	0%	2%	-3%	-1.6	34%	-6%	-12%
O=C(CSc1nnc(NC(=O)c2ccc(F)cc2)s1)NC1CC1	1	12%	0%	4%	1.2	4%	-7%	8%
O=C(Nc1cccc(C(F)(F)F)c1)C(=O)N1CCCCC1	-1	-6%	-5%	0%	2.5	11%	-14%	-13%
O=c1[nH]c(C2CCCN(S(=O)(=O)c3ccccc3F)C2)nc2c1nnn2Cc1ccccc1Cl (centres undefined)	-2	-8%	1%	9%	-0.3	15%	-12%	10%
COCCOC(=O)C1=C(C)NC(=O)CC1c1cc2c(cc1Br)OCO2 (centres undefined)	·	2%	3%	10%	-1.2	16%	-8%	0%
CC(C)(C)c1cc(NC(=O)CCl)n(-c2ccccc2)n1	7	-6%	-3%	-51%[inhibitor]	-5.9	7%	-1%	-27%
CCCOc1ccc(-c2nnc(-c3ccncc3)o2)cc1	·	2%	8%	-1%	-0.3	28%	-6%	21%
CC(C)C[C@H]1CN([C@@H](Cc2ccccc2)CN2CCC[C@@H]2CN2C(=O)C(=O)NC[C@@H]2Cc2ccc(O)cc2)C(=O)C(=O)N1CC1CCCCC1	-4	-9%	6%	-8%	-0.9	16%	-13%	-9%
O=Cc1ccc(-n2cncn2)cc1	-14	-33%[57.1 µM]	10%	-14%	1.1	0%	-8%	-9%
COCCOC(=O)C1=C(C)OC(N)=C(C#N)C1c1ccc2c(c1)OCO2 (centres undefined)	-10	-23%	-2%	-2%	-0.4	4%	-8%	-3%
CN(C)C(=S)Nc1ccc(Br)c(Cl)c1	-5	11%	-4%	6%	-0.9	1%	-4%	-2%
O=C(OCCCc1cc2ccccc2c(=O)o1)c1ccccc1C(F)(F)F	11	-9%	13%	0%	-0.7	20%	-10%	-4%
CCOC(=O)C1CCCN(C(=O)COc2ccccc2F)C1 (centres undefined)	1	-10%[57.1 µM]	12%	11%	-2.0	14%	-1%	14%
CCCOc1ccccc1N1C(=O)CC(N(O)c2ccccc2)C1=O (centres undefined)	1	-14%	12%	-33%	-0.7	7%	-9%	-18%
Cc1ccc(S(=O)(=O)N/N=C/c2ccc(OCC(=O)Nc3ccccc3Cl)cc2)cc1	-14	-11%	-4%	11%	-2.6	?	-8%	-11%
Cc1ccccc1CN(C)Cc1cc(=O)oc2c(C)c(C)ccc12	17	-9%	8%	21%	-4.5	-3%	3%	-20%
COc1ccccc1N(CC(=O)NCc1ccccc1)C(=O)CCC(=O)Nc1cc(C)ccn1	8	-7%	0%	8%	-0.6	20%	-13%	-2%
CCOC(=O)C1CCCN(c2c(NCCN3CCCCC3C)c(=O)c2=O)C1 (centres undefined)	8	-3%	9%	-1%	1.2	-26%	1%	?
NC(=O)c1cc([N+](=O)[O-])ccc1N1CCN(Cc2ccccc2)CC1	3	14%	7%	6%	-2.0	22%	-22%	-14%
Cc1cccnc1NC(=O)CN1C(=O)c2ccccc2S1(=O)=O	-2	-14%	2%	3%	-0.4	22%	-4%	-10%
Cc1ccc(S(=O)(=O)N(C)CC(=O)NCC(c2ccco2)N(C)C)cc1 (centres undefined)	-1	-9%	0%	3%	2.7	8%	-13%	-8%
Cc1ccccc1-n1c(SCC(=O)N/N=C/c2ccccc2OCC(=O)O)nc2ccccc2c1=O	-5	-7%	-4%	-1%	-2.1	18%	-11%	-4%
Cc1nc(N)nc(-c2ccccc2O)n1	1	-5%	-4%	1%	-0.5	-8%	2%	4%
C=CCNC(=O)C1CC2Cn3c(nc4cc(C)c(C)cc43)C2N1C (centres undefined)	2	6%	-22%	5%	0.6	-2%	-1%	-12%
COc1ccc(NC(=O)C2CCN(c3nnnn3-c3ccccc3)CC2)cc1	2	9%	-6%	4%	-3.8	5%	-5%	-8%
O=C(Nc1ccc(N2CCOCC2)c(Cl)c1)c1cccc(F)c1	-1	0%	8%	?	-0.2	-7%	-9%	-14%
Cn1ncc(Cl)c1C(=O)N/N=C/c1cccc(OC2CSC2)c1	4	-18%	-4%	6%	-3.7	21%	-3%	-16%
CC(C)N(C(=O)[C@H]1C[C@H](CC(=O)NCc2cccc(C(F)(F)F)c2)C(=O)N2CCc3c([nH]c4cc(-c5ccco5)ccc34)[C@]12C)C(C)C	-16	-4%	-23%	8%	-0.2	41%	-8%	-18%
N#CC(C(=O)OC1CCCCC1)c1nc2ccccc2nc1N1CCOCC1 (centres undefined)	5	3%	?	-16%	70*	8%	?	121%[activator]
CCN1CCN(C(=O)c2ccc(C)c(S(=O)(=O)Nc3cccc(C)c3)c2)CC1	-10	19%	-6%	-1%	5.6	-1%	-1%	-8%
COc1cc(NC(=O)CN2CCN(C(=O)c3ccco3)CC2)c(C)cc1[N+](=O)[O-]	1	6%	9%	6%	0.0	-13%	-7%	8%
Cc1ccc2nc(NC(=O)C3CCN(S(=O)(=O)c4cc([N+](=O)[O-])ccc4Cl)CC3)sc2c1	-53*	?	9%	26%	-1.0	18%	-9%	34%[activator]
Cc1sc2nc(CN(C(=O)NC3CCCCC3)C3CCCCC3)[nH]c(=O)c2c1C	·	-2%[57.1 µM]	17%	6%	-2.4	20%	-8%	11%
Fc1ccccc1NC(=S)NCCc1cccc(Cl)c1	2	-9%	2%	22µM*	-0.6	11%	-2%	-28%
CCC(CC)c1nnc(NC(=O)c2nc3nc(C)cc(C)n3n2)s1	3	-5%	1%	18%	0.9	-4%	-7%	-9%
CN(C)C=NC(=O)/C(C#N)=C1\CCc2ccccc2N1	3	-5%	-4%	-29%	1.0	-3%	-3%	1%
CNC(=O)C(=O)N1CCC2(CC1)OCCN2S(=O)(=O)c1ccc(C)cc1	6	0%	15%	0%	0.2	-3%	-4%	-1%
NS(=O)(=O)c1ccc(NC(=O)CN2CCN(Cc3ccccc3)CC2)cc1	-1	3%	-1%	-2%	0.2	8%	-3%	1%
Cc1ccccc1OCCC(=O)OCC(=O)NC1CCS(=O)(=O)C1 (centres undefined)	7	-4%	0%	-3%	-3.5	2%	1%	-13%
CCN(c1ccccc1)S(=O)(=O)c1ccc(C(=O)NCCc2ccc(S(N)(=O)=O)cc2)cc1	-4	-3%	-1%	8%	0.1	24%	4%	-9%
CCn1c(=O)c([N+](=O)[O-])c(N2CCN(Cc3ccc4c(c3)OCO4)CC2)c2ccccc21	8	?	7%	4%	2.7	-18%	-12%	-14%
O=C(OCC1CC(c2ccccc2)=NO1)c1ccco1 (centres undefined)	7	-2%	-11%	0%	1.7	-6%	6%	-10%
CC(=O)N1CCN(C(=O)c2ccc(OC3CCN(CCc4ccccc4)CC3)cc2)CC1	3	-19%	7%	0%	3.7	·	-1%	-4%
CC(C(=O)NCC1CCCCC1)N1CCN(S(=O)(=O)c2ccccc2F)CC1 (centres undefined)	1	1%	-6%	12%	4.6	0%	2%	-3%
O=C(O)CC(NC(=O)Nc1ccccc1)c1ccc(OC2CCCC2)cc1 (centres undefined)	-3	-3%	-1%	-7%	0.5	7%	-5%	4%
CCC(=O)Nc1ccc2c(c1)Cc1cc([N+](=O)[O-])ccc1-2	-2	-3%	8%	-3%	-2.0	·	0%	7%
CSc1sc(C(=O)O)c(C)c1C(C)=O	4	-8%	-7%	0%	2.1	14%	-2%	4%
O=C(NC1CCCCCC1)c1ccc2c(=O)n3c(nc2c1)CCCCC3	2	-11%	5%	-12%	1.0	11%	-4%	5%
Cc1ccc(C)c(NC(=S)NC2CC3CCC(C2)N3Cc2ccco2)c1 (centres undefined)	·	-9%	2%	22%	-1.3	-12%	-4%	-3%
COc1ccc(/C=C(\NC(=O)c2cccs2)C(=O)NN)cc1OC	13	8%	-7%	-14%	-2.7	15%	4%	-3%
O=C(Nc1ccc(NC(=O)c2ccco2)nc1)c1ccco1	2	-1%	9%	-8%	-0.2	10%	-13%	-14%

Ordered by the number under PI5P4Ka inh (falling): 3 of the compounds above
| Compound | PI5P4Ka inh | WRN inhibitor | PLK1 PBD block | EPAC1 antagonist |
| --- | --- | --- | --- | --- |
| CNC(=O)C(=O)N1CCC2(CC1)OCCN2S(=O)(=O)c1ccc(C)cc1 | 6 | 0% | -4% | -1% |
| CSc1sc(C(=O)O)c(C)c1C(C)=O | 4 | -8% | -2% | 4% |
| CCN(c1ccccc1)S(=O)(=O)c1ccc(C(=O)NCCc2ccc(S(N)(=O)=O)cc2)cc1 | -4 | -3% | 4% | -9% |

Source: PubChem (National Center for Advancing Translational Sciences (NCATS))
